Jurkat NFkB inh: inhibitors of induced NF-kB luciferase reporter, primary screen, TCR NF-kB activation inhibitor project, cell-based, luminescence, uHTS. Jurkat, PMA/ionomycin-induced NF-kB luciferase reporter. inhibition, % at 4 µM. hit rate 0.53% among 330,000
UBC13 inh: UBC13 polyubiquitin chain formation inhibitors, primary screen, biochemical, TR-FRET, uHTS. Ubiquitin-conjugating enzyme E2 N (Homo sapiens), P61088. hit rate 0.47% among 330,000. AID 485273, 2010. inhibition, % at 20 µM; in the data active means inhibition above about 45%, passing the limit was not always enough
Target sequence (P61088 whole entry, looked up): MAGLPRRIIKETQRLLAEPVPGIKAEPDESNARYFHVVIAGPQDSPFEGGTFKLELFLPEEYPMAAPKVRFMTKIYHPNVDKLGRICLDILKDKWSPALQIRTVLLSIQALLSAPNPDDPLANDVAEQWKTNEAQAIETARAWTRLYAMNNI
Gli-Sufu block: Gli-Sufu pathway antagonists, primary screen, luciferase luminescence, Sufu-KO-LIGHT cells, uHTS; Sufu-KO-LIGHT fibroblasts, Gli luciferase reporter luminescence; inhibition, % at 5 µM; hit rate 0.74% among 340,000; AID 588413, 2011;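 active means inhibition above about 55%, limit read from the data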;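 further: 0% = DMSO-treated cells and 100% = wells with medium but no cells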
Apaf-1 inh: inhibitors of human Apaf-1 apoptosome, primary screen, biochemical, DEVD-Rh110 fluorescence, uHTS; Apoptotic protease-activating factor 1 (Homo sapiens), O14727; reconstituted apoptosome caspase-3 activity; inhibition, % at 20 µM; hit rate 0.71% among 330,000; AID 489030, 2010; active means inhibition of at least 40% at 20 µM;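 further: plate controls were DMSO wells for no effect and DEVD-CHO caspase inhibitor wells for full effect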
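Material: biochemical Apaf-1 apoptosome reconstitution. Medium: Hepes buffer, pH 7.5. Also added: cytochrome c activation, bis-DEVD rhodamine 110 substrate. Timing: 30 min compound preincubation, 50 min activation, room temperature. Measured by: rhodamine 110 fluorescence at Ex 480/Em 540 nm.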
SENP7 inh: SENP7 protease inhibitors, primary screen, biochemical, luminescence, uHTS; Sentrin-specific protease 7 (Homo sapiens), Q9BQF6; recombinant SENP7, Z-RLRGG-aminoluciferin luminescence, 40 min; inhibition, % at 5 µM; hit rate 1.5% among 330,000; AID 434973, 2010;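 active means inhibition above about 50% at the single test dose, limit read from the data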;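 further: plate controls were DMSO with enzyme for no effect and no enzyme buffer wells for full effect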
Target sequence (Q9BQF6 706-1050 limits assumed): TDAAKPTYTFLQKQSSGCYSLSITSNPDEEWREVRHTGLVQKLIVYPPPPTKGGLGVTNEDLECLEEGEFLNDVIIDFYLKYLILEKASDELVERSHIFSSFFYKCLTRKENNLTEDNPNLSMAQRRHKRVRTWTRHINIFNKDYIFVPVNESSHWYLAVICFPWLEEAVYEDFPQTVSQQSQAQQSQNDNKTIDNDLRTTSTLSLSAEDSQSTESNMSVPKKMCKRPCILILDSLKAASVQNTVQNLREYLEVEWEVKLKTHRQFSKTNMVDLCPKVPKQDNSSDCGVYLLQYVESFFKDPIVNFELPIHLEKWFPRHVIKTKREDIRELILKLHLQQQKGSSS
HKDC1 inhibitor: HKDC1 hexokinase inhibitors, primary screen, biochemical, fluorescence, uHTS. Q2TB90. recombinant HKDC1, G6PDH/diaphorase resazurin coupled fluorescence. inhibition, % at 20 µM. hit rate 0.16% among 340,000;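 active means inhibition above about 35% when tested at 20 µM, limit read from the data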;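 further: plate controls were DMSO wells with enzyme for no effect and DMSO wells lacking enzyme for full effect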
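Test system: recombinant HKDC1 (HK5) hexokinase enzyme, produced in-house; Amount: enzyme 5 µg/mL final; Buffer or medium: Tris pH 8.0 buffer with MgCl2, Tween-20, BSA, BME; Reagent: glucose and ATP substrates; Doses: 20 µM test compound, 1% DMSO; Incubation: 90 min reaction incubation at room temperature, dark; Detection: resorufin fluorescence at 613 nm.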
SENP8 inh: SENP8 protease inhibitors, primary screen, biochemical, luminescence; purified SENP8, Z-RLRGG-aminoluciferin cleavage; hit rate 1.2% among 330,000; Sentrin-specific protease 8 (Homo sapiens), Q96LD8; inhibition, % at 10 µM; AID 2540, 2010
Target sequence (Q96LD8 whole entry, looked up): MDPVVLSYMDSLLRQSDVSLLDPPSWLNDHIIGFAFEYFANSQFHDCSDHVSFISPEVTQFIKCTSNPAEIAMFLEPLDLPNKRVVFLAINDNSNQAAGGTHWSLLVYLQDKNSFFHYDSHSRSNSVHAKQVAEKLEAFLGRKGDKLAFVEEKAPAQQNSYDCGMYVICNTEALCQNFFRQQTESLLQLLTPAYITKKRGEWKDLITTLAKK
697 NFkB inh: inhibitors of PMA/ionomycin-induced NF-kB reporter, 697 cells, primary screen, B-cell NF-kB inhibitor project, cell-based, luminescence, uHTS; 697 B-cell NF-kB luciferase reporter, 16 h; hit rate 0.33% among 330,000; AID 435022, 2010; inhibition, % at 4 µM; in the data active means inhibition above about 35%
Numbers without * were called inactive. Unless noted, no stated cut-off is given here; in the data, active means inhibition above about 50%; inactive means the rest.

SMILES	Jurkat NFkB inh	UBC13 inh	Gli-Sufu block	Apaf-1 inh	SENP7 inh	HKDC1 inhibitor	SENP8 inh	697 NFkB inh
Cc1nc2cc(F)ccc2n1C1CCN(S(=O)(=O)c2ccccc2)CC1	-7	6	13	8	-9	-2	5	-12
Nc1ccccc1Nc1cccc(C(F)(F)F)c1	20	0	30	9	4	23	-5	22
c1ccc(-c2csc(-c3ccc(-c4csnn4)cc3)n2)cc1	-26	-6	-19	-8	1	4	-4	-67
O=C1COc2ccc(C(=O)COC(=O)c3sc4ccccc4c3Cl)cc2N1	-6	-2	-9	2	6	-10	1	1
O=C(CN1C(=O)NC2(CCCC2)C1=O)Nc1ccc(C(F)(F)F)cc1	-12	-11	-22	25	-4	-2	-7	-4
CCOC(=O)c1sc(N)c(C#N)c1COC(=O)C1=COCCO1	-2	-4	-3	11	-7	0	-14	7
CCOC(=O)c1ccc(-n2c(=O)[nH]c3ccccc3c2=O)cc1	-17	0	2	-5	2	-2	-1	-2
CC(=O)N(C)N(C)c1cc(C)nc(N)n1	-14	1	7	-1	3	-4	-4	22
CN1C[C@@H]2C(c3ccc(C(F)(F)F)cc3)C3(c4ccccc4)CC2(C3)[C@H]1c1ccccc1 (some centres not stated)	-6	17	1	16	-12	0	-16	-11
O=C(c1ccc(F)cc1F)N1CCN(c2ncccn2)CC1	-3	-4	-23	1	-8	1	-8	-6
CCCn1c(SCC(=O)NCc2ccccc2Cl)n[nH]c1=O	-7	7	-7	0	-1	-3	-5	10
COc1ccc(S(=O)(=O)NNC(=O)Nc2ccc(C)cc2)c(OC)c1	12	-8	-2	-16	10	-1	-6	-14
COc1ccc(C(=O)NCC2OCCc3ccccc32)cc1 (configuration not stated)	-23	-2	-13	3	-1	-3	-1	-15
CCOc1ccc(NC(=O)c2ccc(CSc3nnnn3C)cc2)cc1	-14	-4	-48	-8	-3	-11	-9	-18
Cc1cccc(NC(=S)N2CCCCCC2)c1C	12	-9	17	-8	-1	-5	0	4
CC(C)NC(=O)COC(=O)c1cncc(Br)c1	-10	0	3	1	6	-12	-4	6
CCC(C)N(C(=O)COC(=O)C1CCN(S(=O)(=O)c2ccc(C)c(C)c2)CC1)C1CCS(=O)(=O)C1 (configuration not stated)	0	1	-7	9	14	-5	-11	16
CCN(CC(=O)NCc1cccs1)C(=O)c1cccc(S(=O)(=O)NC)c1	23	0	12	-7	-7	-5	-3	9
CC(NC(=O)NC(=O)c1cccc([N+](=O)[O-])c1)C1CC1 (configuration not stated)	-3	0	-8	11	8	-1	-5	4
Cc1sc2ncn(CC(=O)NCCCN3CC(C)CC(C)C3)c(=O)c2c1S(=O)(=O)N1CC(C)CC(C)C1 (configuration not stated)	40	-3	23	4	-2	-4	-2	-1
COC(=O)c1ccccc1NC(=O)CSCC(=O)Nc1ccccc1OC	15	8	-1	-6	-1	-1	6	18
NC(=O)C1CCN(C(=O)COc2cccc3ccccc23)CC1	9	2	2	-195	2	-1	9	6
CC(C)On1c(SC(C)C)nc2ccccc2c1=O	3	4	3	8	0	1	5	6
O=c1c2ccccc2n2c(-c3cccc(Cl)c3)nnc2n1Cc1ccccc1	20	18	10	8	0	10	-1	11
O=C(NCc1ccc(Cl)cc1)c1cccc2c1C(=O)N(CC1CCCO1)C2 (configuration not stated)	-7	15	6	6	-2	-5	-12	-8

4 entries from above, arranged by length of the SMILES, low to high:
SMILES	Jurkat NFkB inh	UBC13 inh	Gli-Sufu block	Apaf-1 inh	SENP7 inh	HKDC1 inhibitor	SENP8 inh	697 NFkB inh
Nc1ccccc1Nc1cccc(C(F)(F)F)c1	20	0	30	9	4	23	-5	22
COc1ccc(C(=O)NCC2OCCc3ccccc32)cc1 (configuration not stated)	-23	-2	-13	3	-1	-3	-1	-15
O=C(CN1C(=O)NC2(CCCC2)C1=O)Nc1ccc(C(F)(F)F)cc1	-12	-11	-22	25	-4	-2	-7	-4
CCC(C)N(C(=O)COC(=O)C1CCN(S(=O)(=O)c2ccc(C)c(C)c2)CC1)C1CCS(=O)(=O)C1 (configuration not stated)	0	1	-7	9	14	-5	-11	16

Three neighbouring compounds out of the list so far, quoted:
SMILES	Jurkat NFkB inh	UBC13 inh	Gli-Sufu block	Apaf-1 inh	SENP7 inh	HKDC1 inhibitor	SENP8 inh	697 NFkB inh
O=C(CN1C(=O)NC2(CCCC2)C1=O)Nc1ccc(C(F)(F)F)cc1	-12	-11	-22	25	-4	-2	-7	-4
CCOC(=O)c1sc(N)c(C#N)c1COC(=O)C1=COCCO1	-2	-4	-3	11	-7	0	-14	7
CCOC(=O)c1ccc(-n2c(=O)[nH]c3ccccc3c2=O)cc1	-17	0	2	-5	2	-2	-1	-2

In the list so far, 4 have two or more sulfur atoms.
SMILES	Jurkat NFkB inh	UBC13 inh	Gli-Sufu block	Apaf-1 inh	SENP7 inh	HKDC1 inhibitor	SENP8 inh	697 NFkB inh
c1ccc(-c2csc(-c3ccc(-c4csnn4)cc3)n2)cc1	-26	-6	-19	-8	1	4	-4	-67
CCC(C)N(C(=O)COC(=O)C1CCN(S(=O)(=O)c2ccc(C)c(C)c2)CC1)C1CCS(=O)(=O)C1 (configuration not stated)	0	1	-7	9	14	-5	-11	16
CCN(CC(=O)NCc1cccs1)C(=O)c1cccc(S(=O)(=O)NC)c1	23	0	12	-7	-7	-5	-3	9
Cc1sc2ncn(CC(=O)NCCCN3CC(C)CC(C)C3)c(=O)c2c1S(=O)(=O)N1CC(C)CC(C)C1 (configuration not stated)	40	-3	23	4	-2	-4	-2	-1

Additional entries:
SMILES	Jurkat NFkB inh	UBC13 inh	Gli-Sufu block	Apaf-1 inh	SENP7 inh	HKDC1 inhibitor	SENP8 inh	697 NFkB inh
C#CCOCCOCCOCCNc1nc(N2CCN(C(=O)[C@H](CCCN=C(N)N)n3cc(C(N)[C@@H](C)CC)nn3)CC2)nc(N2CCN(C(=O)[C@H](CO)n3cc([C@@H](N)C(C)C)nn3)CC2)n1 (some centres not stated)	5	33	6	2	1	-1	6	1
O=C1CC(c2ccccc2)CC2=C1C(c1ccccn1)Nc1ccccc1N2 (configuration not stated)	-3	-4	2	-11	2	-4	-2	13
CCN(C(=O)CSc1nnnn1-c1ccccc1)c1c(N)n(Cc2ccccc2)c(=O)[nH]c1=O	0	11	21	3	6	-3	-8	13
S=c1[nH]nc(-c2ccco2)n1/N=C/c1ccccc1Cl	16	-15	-4	19	-3	18	-10	7
CNCC(=O)N1CCN(c2ncc(C(F)(F)F)cc2Cl)CC1	-5	7	3	-10	4	0	1	17
COc1ccc(NS(=O)(=O)c2cccc(C(=O)Nc3ccccc3C(=O)O)c2)cc1	-7	-3	-1	-15	-2	2	-4	5
CCCCCC(=O)Nc1c(-c2cccs2)c(=O)c2ccccc2n1C	-14	-8	-12	6	-9	6	-2	-3
CC(C)(C)C1CCc2[nH]nc(C(=O)O)c2C1 (configuration not stated)	-13	-16	8	9	-9	-3	-6	-2
Cc1onc(-c2ccccc2)c1C(=O)NC(C)c1ccccc1 (configuration not stated)	9	0	3	-17	-6	6	0	22
CC(=O)OCC(=O)C1=CCC2C3CCC4=CC(=O)C=CC4(C)C3(F)C(OC(C)=O)CC12C (configuration not stated)	6	-16	-17	4	-3	3	-5	-36
COc1cccc(-c2ncc3ccccn23)c1	-26	2	-31	6	-8	-1	-4	-13
N#CCCN1CCN(S(=O)(=O)c2ccc(S(=O)(=O)NC3CCCCC3)cc2)CC1	-14	-2	-13	-9	15	-3	-6	-12
CCNc1nc(-c2cc3ccccc3o2)cs1	-30	-14	-11	23	-12	9	-4	-53
NNC(=O)CSc1cccc2cccnc12	12	-13	2	3	-8	-10	-11	-36
CCOc1ccc(S(=O)(=O)N2CCN=C2c2ccccc2)c(C)c1C	2	1	-1	13	7	-6	3	1
O=C(CSc1n[nH]c(-c2ccccc2Cl)n1)NCc1cccc(C(=O)O)c1	1	-1	-17	4	-10	8	-8	4
O=C(O)c1ccc2c(c1)C(=O)/C(=C/c1ccccc1)C2=O	0	-34	0	37	0	-3	3	2
Cc1nc2c(cc1NC(=O)C(C)(C)C)nc(C)n2Cc1ccccc1	11	2	4	0	0	-3	-1	15
O=c1[nH]c(NCCCO)nc2c1C1(CCCC1)Cc1ccccc1-2	4	19	-2	-7	0	-4	4	12
O=c1cc(C(F)(F)F)[nH]c2ccc(C(F)(F)F)cc12	4	-6	9	-16	5	-5	0	-144
Cc1cc(C(=O)NNc2c(Cl)cccc2Cl)no1	-8	-2	1	-18	6	5	1	4
O=C(c1cccc(S(=O)(=O)N2CCOCC2)c1)N1CCC(Cc2ccccc2)CC1	-13	-9	-5	7	-7	-5	-12	0
CC(C)NC(=O)c1onc(CSc2nc3ccccc3[nH]2)c1C(=O)NC(C)C	9	-12	9	3	-1	-2	-5	-8
CC1=CC(C)(C)N(C(=O)C(C)N2C(=O)c3ccccc3C2=O)c2ccc(C)cc21 (configuration not stated)	13	9	7	4	-1	-1	-2	16
CCOc1ccc(Oc2ccccc2NC(=O)CSCC(=O)Nc2cc(C)on2)cc1	24	2	-9	18	-2	-2	11	13

Screens (PubChem BioAssay)
